Compound activity: PubChem BioAssay, several laboratories
KCNK3 inh: human KCNK3 channel inhibition, primary screen. hit rate 0.84% among 340,000. CHO-KCNK3 thallium flux, FluxOR fluorescence; hits give low values. O14649. AID 602410. B-score at 10 µM;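 active means B-score under library mean minus 4 SD, starting fluorescence ratio at most library mean plus 5 SD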;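 further: more negative B-score means stronger inhibition of thallium flux through KCNK3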
Target sequence (O14649 whole entry, looked up): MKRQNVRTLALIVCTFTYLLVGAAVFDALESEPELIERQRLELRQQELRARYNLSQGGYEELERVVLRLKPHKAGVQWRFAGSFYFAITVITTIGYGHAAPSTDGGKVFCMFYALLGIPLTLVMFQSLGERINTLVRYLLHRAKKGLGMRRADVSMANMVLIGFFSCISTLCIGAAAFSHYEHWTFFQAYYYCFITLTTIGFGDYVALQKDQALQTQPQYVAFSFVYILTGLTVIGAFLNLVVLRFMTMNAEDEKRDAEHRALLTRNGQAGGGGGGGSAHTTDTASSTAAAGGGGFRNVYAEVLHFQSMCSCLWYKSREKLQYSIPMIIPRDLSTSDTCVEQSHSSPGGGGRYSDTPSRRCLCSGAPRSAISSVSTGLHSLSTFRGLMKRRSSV
HDAC3 inh: inhibitors of human histone deacetylase 3; O15379; recombinant HDAC3, fluorogenic peptide/trypsin coupled, fluorescence; inhibition, % at 8.3 µM; hit rate 0.15% among 320,000; AID 2718; in the data active means inhibition above about 26%, passing the limit was not always enough; inconclusive means no clear call, values can overlap the other calls
Target sequence (O15379 whole entry, looked up): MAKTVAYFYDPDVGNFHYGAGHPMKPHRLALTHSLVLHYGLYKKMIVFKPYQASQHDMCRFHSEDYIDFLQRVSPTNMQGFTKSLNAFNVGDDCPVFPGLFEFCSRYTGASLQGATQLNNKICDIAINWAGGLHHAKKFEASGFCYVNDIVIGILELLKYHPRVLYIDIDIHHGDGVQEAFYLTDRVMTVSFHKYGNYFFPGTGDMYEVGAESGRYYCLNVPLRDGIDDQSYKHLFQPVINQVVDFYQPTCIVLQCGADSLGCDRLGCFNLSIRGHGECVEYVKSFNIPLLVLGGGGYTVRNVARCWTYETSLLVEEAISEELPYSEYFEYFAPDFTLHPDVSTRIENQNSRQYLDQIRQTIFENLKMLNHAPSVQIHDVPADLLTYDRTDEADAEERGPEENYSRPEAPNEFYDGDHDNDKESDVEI
TMEM16A act: activates or potentiates the mouse TMEM16A chloride channel. hit rate 0.3% among 340,000. HEK293 TMEM16A/YFP-H148Q/I152L, iodide quench fluorescence; hits give low values. Q8BHY3. B-score at 10 µM. AID 623877;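 active means fluorescence-ratio B-score plate-corrected deviation score at least 3 library SD below zero, with starting fluorescence score within 5 deviations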;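 further: channel opened by trigger with iodide after compound preincubation; score built on the fluorescence ratio of max minus min over baseline; more negative score means more quench and so TMEM16A activation or potentiation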
* = called active by the depositor; i = inactive; ? = inconclusive. An excerpt; the hit share may differ from the screen's.

SMILES	KCNK3 inh	HDAC3 inh	TMEM16A act
O=C1C=C(c2ccc3c(c2)oc2ccccc23)C[C@@H](c2ccc3c(c2)OCO3)C1	i	-1.8	i
O=C(NC(=S)N1CCCCCC1)c1cccc([N+](=O)[O-])c1	i	3.2	i
COc1ccc([C@H]2CC(=O)C=C(c3cc(C=O)ccc3OC)C2)cc1	i	3.7	i
CC(C)(C)OC(=O)N1CCC(NC(=O)c2nc[nH]c2C(=O)N2CCc3ccccc3C2)CC1	i	5.4	i
CC1CCCCC1NC(=O)C(C)N1C(=O)c2ccccc2C1=O (stereo not drawn)	i	-5.8	i
O=C1CC2(CCCC2)C(=O)N1CN1CCN(S(=O)(=O)c2ccc(Cl)c(Cl)c2)CC1	i	-3.2	i
O=C(COC(=O)c1cc(S(=O)(=O)N2CCCC2)ccc1O)NCCc1ccccc1	i	-0.5	i
O=C(CSc1nnnn1-c1ccccc1)NCCCN1CCCC1=O	i	3.4	i
Cc1ccc(NS(=O)(=O)c2ccc(C(C)C)cc2)cc1S(=O)(=O)N1CCOCC1	i	-4.1	i
C[C@H](NC(=O)c1ccco1)C(=O)N1CCN(c2ccc(C(F)(F)F)cn2)CC1	i	6.0	i
CCc1ccccc1Nc1nc(N)nc(COC(=O)CCC(=O)c2ccc(F)cc2)n1	i	7.9	i
COc1ccc(C(=O)NCC(=O)OCC(=O)NC(=O)c2ccc(C(C)(C)C)cc2)cc1OC	i	1.2	i
COc1ccccc1NCC(=O)NN=C1CCS(=O)(=O)c2ccc(F)cc21	i	-11.4	i
Cc1ccc(S(=O)(=O)N2CCN(C(=O)C(Cc3ccccc3)NC(=O)c3ccccc3)CC2)cc1 (stereo not drawn)	i	-10.6	i
CC1CCN(C(=O)CCNS(=O)(=O)c2ccc(Br)cc2)CC1	i	-1.6	i

The last two records of the part before lead into the next:
SMILES	KCNK3 inh	HDAC3 inh	TMEM16A act
Cc1ccc(S(=O)(=O)N2CCN(C(=O)C(Cc3ccccc3)NC(=O)c3ccccc3)CC2)cc1 (stereo not drawn)	i	-10.6	i
CC1CCN(C(=O)CCNS(=O)(=O)c2ccc(Br)cc2)CC1	i	-1.6	i
CCc1ccccc1NC(=O)CNC(=O)CNC(=O)C1CCCCC1	i	0.8	i
Nc1cc(C(=O)OCC(=O)N2CCC(Cc3ccccc3)CC2)ccc1Cl	i	0.0	i
Cc1noc(C)c1C(=O)Nc1nc(-c2ccc(F)cc2)cs1	i	4.4	i
Cn1c(N)c(C(=O)COC(=O)c2cccc(S(=O)(=O)N3CCOCC3)c2)c(=O)n(C)c1=O	i	0.0	i
COc1ccccc1CNC(=O)COC(=O)c1cc(C)nc2ccccc12	i	-2.8	i
O=C(OCn1nnc2ccccc2c1=O)c1cccc(S(=O)(=O)N2CCOCC2)c1	i	0.8	i
CCCCN(C(=O)C1CC(=O)N(c2ccc3c(c2)OCCO3)C1)c1c(N)n(CCC)c(=O)[nH]c1=O (stereo not drawn)	i	3.0	i
CN(C)S(=O)(=O)c1cccc(NC(=S)NNC(=O)c2cc3ccccc3cc2O)c1	i	3.0	i
CCC(CO)Oc1cc(NCc2cccc(F)c2)c2ncn(C(C)C)c2c1 (stereo not drawn)	i	4.1	i
CC(OC(=O)c1ccc([N+](=O)[O-])cc1)C(=O)NCC1CCCCC1 (stereo not drawn)	i	-0.7	i
C=C1CCC(N(O)c2cc(C)on2)C(=C)CCC2C1CC2(C)C (stereo not drawn)	i	10.4	i
C[C@H](NS(=O)(=O)c1ccc(F)cc1)C(=O)OCC(=O)c1c(N)n(C)c(=O)n(C)c1=O	i	2.6	i
O=C(Nc1cc(S(=O)(=O)N2CCOCC2)ccc1Cl)c1cc([N+](=O)[O-])ccc1Cl	i	-6.4	i
O=C(CCNC(=O)c1ccco1)NCCc1c[nH]c2ccccc12	i	0.5	i
CC(Sc1ccc(Cl)cc1)C(=O)NNC(=O)c1ccncc1 (stereo not drawn)	i	-0.6	i
CC1CCCN(C(=O)c2cccc(S(=O)(=O)N3CCCC3)c2)C1 (stereo not drawn)	i	1.2	i
NC(=O)c1ccc(NC(=O)COC(=O)c2cc3ccccc3cc2O)cc1	i	-19.1	i
CC1CCCCC12NC(=O)N(CC(=O)N1CCN(S(=O)(=O)/C=C/c3ccccc3)CC1)C2=O (stereo not drawn)	i	0.7	i
COc1ccc(S(=O)(=O)N(C)C)cc1NC(=O)CN1CCN(C(=O)C2CC2)CC1	i	-1.7	i
COc1ccc(C(=O)NCC(=O)OCC(=O)N2CC(C)OC(C)C2)cc1OC (stereo not drawn)	i	0.0	i
CC1CC(=O)Nc2ccccc2N1C(=O)COc1cc(Cl)ccc1Cl (stereo not drawn)	i	-3.3	i
C=CC[C@@H](CC(=O)N[C@@H](CO)Cc1ccccc1)C(=O)N[C@H](COC(=O)[C@H](CC=C)CC(=O)OC(C)(C)C)Cc1ccccc1	i	7.8	i
COc1ccc(NC(C)=O)cc1S(=O)(=O)Nc1cccc(S(=O)(=O)NC2=NCCC2)c1	i	-8.1	i
Cc1ccc(NC(=O)CSC(C)C(=O)OC(C)C(=O)NC2CCCCC2C)cc1 (stereo not drawn)	i	-2.7	i
O=C(COC(=O)c1ccccn1)NNC(=O)c1ccc(Br)cc1	i	0.8	i
COCCn1c(SCC(=O)NC2(C#N)CCCCC2)nc2ccccc2c1=O	i	0.8	i
CN(C(=O)c1ccc(NC(=O)C2CCCN(C(=O)OC(C)(C)C)C2)cc1)C1CC1 (stereo not drawn)	i	?	i
Cc1ccccc1C(=O)N1CCC(C(=O)OCc2ccccc2Cl)CC1	i	-5.8	i
O=C(Nc1cc(Cl)ccc1N1CCOCC1)C1CC1	i	-2.8	i
COc1ccc(N2CCN(C(=O)COC(=O)c3ccc(OC(F)F)cc3)CC2)cc1	i	-7.5	i
CC1(c2ccc(Cl)cc2)NC(=O)N(CC(=O)N2CCc3ccccc3C2)C1=O (stereo not drawn)	i	-0.6	i
O=C(c1n[nH]c2ccccc12)N1CCN(S(=O)(=O)c2ccccc2)CC1	i	-1.1	i
Cc1ccccc1-c1cc(=O)c2ccccc2o1	i	2.4	i
Cc1cccc(NS(=O)(=O)c2ccc(C)c(C(=O)NCC(c3ccccc3)N(C)C)c2)c1 (stereo not drawn)	i	-1.2	i
O=C(CCC(=O)c1ccc(F)cc1)OCc1nnc(-c2ccc([N+](=O)[O-])cc2)o1	i	0.1	i
CC(C)(C)OC(=O)C[C@H]1C/C=C\C[C@H](CC(=O)NCCO)C(=O)NC[C@H](c2ccccc2)OC1=O	i	3.4	i
COc1cccc(CN(C)C(=O)CCN=C2NS(=O)(=O)c3ccccc32)c1	i	-0.5	i
CN(C(=O)CSc1nccc(=O)[nH]1)C1CCCCC1	i	0.0	i
O=S(=O)(c1ccc2ccccc2c1)N1CCN(c2ccc(O)cc2)CC1	i	2.4	i
Cc1cc(C(=O)OCC(=O)NCCN2C(=O)CSC2=O)ccc1[N+](=O)[O-]	i	-16.6	i
CC(Sc1nc2ccccc2c(=O)n1C)C(=O)Nc1ccc2c(c1)OCCO2 (stereo not drawn)	i	4.3	i
CC(C)(C)OC(=O)NCc1ccc(CNC(=O)c2nc[nH]c2C(=O)N2CCN(c3ccccc3)CC2)cc1	i	6.7	i
COc1ccc2c(C)cc(SCC(=O)NC3CCCCC3)nc2c1	i	-0.2	i
NC(=O)c1ccc(SCC(=O)OCC(=O)NCc2cccs2)c([N+](=O)[O-])c1	i	5.0	i
COc1cc(NC(=O)COc2ccc(-n3cnnn3)cc2)cc(OC)c1OC	i	?	i
COc1ccc(NC(=O)CSc2ccc(NC(C)=O)cc2)cc1S(=O)(=O)N1CCOCC1	i	6.1	i
CC1CCN(C(CNS(=O)(=O)c2ccccc2)c2ccccc2)CC1 (stereo not drawn)	-12.6*	-3.6	i
C=CCN(c1ccccc1OC)S(=O)(=O)c1cccc(C(=O)NC2=NCCS2)c1	i	4.7	i
CN(CC(=O)Nc1ccccc1Cl)C(=O)Cn1cc(C(F)(F)F)ccc1=O	i	3.1	i
CCCCN(C(=O)c1nn(C)c(=O)c2ccccc12)c1c(N)n(CCC)c(=O)[nH]c1=O	i	-4.6	i
Cc1cc(CN2CCN(CC(=O)Nc3cc(C(F)(F)F)ccc3-n3cncn3)CC2)no1	i	0.9	i
Cc1cccc(OC(C)C(=O)Nc2cc(S(=O)(=O)N3CCCCC3)ccc2C)c1 (stereo not drawn)	i	-5.9	i
CCOc1ccc(C(=O)CCC(=O)N2CCN(c3ccccc3O)CC2)cc1	i	-6.1	i
CC(C)NC(=O)N(C)C[C@H]1Oc2ccc(NS(=O)(=O)c3ccccc3)cc2C(=O)N([C@H](C)CO)C[C@@H]1C	i	1.3	i
CC1CN(C(=O)COC(=O)c2cc3ccccc3cc2O)CC(C)O1 (stereo not drawn)	i	-0.8	i
COc1cccc(CN(C)C(=O)c2cc(S(=O)(=O)N3CCCCCC3)ccc2OC)c1	i	1.3	i
Cc1noc(C)c1NC(=O)N(C)C[C@H]1Oc2ccc(NS(=O)(=O)c3ccccc3)cc2C(=O)N([C@H](C)CO)C[C@@H]1C	i	-0.6	i
O=C(Nc1ccc(Cl)c(S(=O)(=O)N2CCOCC2)c1)c1ccncc1	i	-2.0	i
C[C@H](NC(=O)c1nc[nH]c1C(=O)NCc1ccccc1)c1ccccc1	i	-0.8	i
CCSc1ccc([C@@H]2[C@H]3C(=O)N(CC)C(=O)[C@H]3[C@]3(C(=O)OC)CCCCN23)cc1OC	i	15.7	i

Complete entries, quoted from the list. Order of screens: KCNK3 inh, HDAC3 inh, TMEM16A act
`CC1CN(C(=O)COC(=O)c2cc3ccccc3cc2O)CC(C)O1` (stereo not drawn) across the screens: i, -0.8, i
`CC(Sc1ccc(Cl)cc1)C(=O)NNC(=O)c1ccncc1` (stereo not drawn) across the screens: i, -0.6, i
`C=CCN(c1ccccc1OC)S(=O)(=O)c1cccc(C(=O)NC2=NCCS2)c1` across the screens: i, 4.7, i
`COc1ccc(C(=O)NCC(=O)OCC(=O)NC(=O)c2ccc(C(C)(C)C)cc2)cc1OC` across the screens: i, 1.2, i
`CC1CCN(C(CNS(=O)(=O)c2ccccc2)c2ccccc2)CC1` (stereo not drawn) across the screens: -12.6*, -3.6, i

New compounds follow:
SMILES	KCNK3 inh	HDAC3 inh	TMEM16A act
COc1ccc(S(=O)(=O)Nc2cccc3c2O[C@H](CN(C)CC2CC2)[C@@H](C)CN([C@H](C)CO)C3=O)cc1	i	2.5	i
CCOc1ccc(S(=O)(=O)N2CCCCC2)cc1NC(=O)CN1CCCC1c1cccs1 (stereo not drawn)	i	14.5	i
CCOc1ccc(Nc2ccc(S(=O)(=O)N3CCN(C)CC3)cc2[N+](=O)[O-])cc1OCC	i	-2.5	i
CC(C)Oc1ccc(S(=O)(=O)N2CCOCC2)cc1NC(=O)C1CCCC1	i	0.6	i
COc1ccc(/C=C/C(=O)OCC(=O)N(C)CC(=O)Nc2ccc(C)cc2)c(OC)c1	i	12.2	i
CC(N=C1NS(=O)(=O)c2ccccc21)C(=O)NCc1ccc(F)cc1 (stereo not drawn)	i	-3.2	i
CC12CCC(=O)N1C(C(=O)Nc1ccccc1N1CCCCC1)CS2 (stereo not drawn)	i	1.5	i
COc1ccc(NC(=O)CN(C)C(=O)Cc2ccc(-c3ccccc3)cc2)cc1	i	-2.6	i
Cc1ccsc1CN(C)CC(=O)Nc1ccccc1C(=O)NC1CC1	i	-2.7	i
O=C(COC(=O)CC1CCCC1)Nc1ccccc1[N+](=O)[O-]	i	4.2	i
CCC(C)c1ccc(NC(=O)COC(=O)CCNC(=O)c2ccco2)cc1 (stereo not drawn)	i	2.2	i
CN(C)c1cccc(O)c1	i	-6.8	i
CC(C(=O)Nc1ccc(S(=O)(=O)N2CCCC2)cc1)N1CCc2ccccc2C1 (stereo not drawn)	i	4.4	i
C=CC(=O)N1CCCC(Nc2nc(Nc3ccc(N(C)C(=O)CC)cc3C)nc3nc[nH]c23)C1 (stereo not drawn)	i	-4.8	i
Cc1ccc(CNC(=O)c2cccc3c2C(=O)c2ccc(N4CCOCC4)cc2S3(=O)=O)cc1	i	-13.6	i
Cc1ccc2c(c1)CCCN2CC(=O)N(C)c1c(N)n(Cc2ccccc2)c(=O)[nH]c1=O	i	-3.6	i
O=S(=O)(NCCC1=CCCCC1)c1ccccc1Cl	i	-7.6	i
Cc1nnc(NC(=O)c2cccc(S(=O)(=O)N(C)c3cccc(Cl)c3)c2)s1	i	3.8	i
COc1ccccc1CNC(=O)COC(=O)C12CC3CC(CC(O)(C3)C1)C2	i	1.6	i
CCCn1nc(C(=O)N2CCN(S(=O)(=O)c3ccc(C)c(C)c3)CC2)c2ccccc2c1=O	-9.51*	6.3	i
CN(C(=O)COC(=O)c1cc(=O)[nH]c2ccccc12)c1ccccc1	i	-2.6	i
C[C@H](CO)N1C[C@H](C)[C@@H](CN(C)Cc2ccc(Cl)c(Cl)c2)Oc2c(NS(=O)(=O)c3cccs3)cccc2C1=O	-13.9*	3.0	i
CC1(NC(=O)Cc2ccc(Cl)c(Cl)c2)CCS(=O)(=O)C1 (stereo not drawn)	i	-0.3	i
O=C(Nc1ccccn1)c1cccc(S(=O)(=O)N2CCCc3ccccc32)c1	i	1.2	i
COc1ccccc1C(=O)NCC(=O)N1CC=C(c2ccccc2)CC1	i	-1.2	i
Cc1cc(C)c(NC(=O)COC(=O)c2nc3nccc(C)n3n2)c(Cl)c1	i	-0.6	i
